Assay outcomes: PubChem, several laboratories
MrgX1 antag: antagonists of human MrgX1 receptor, primary screen, HEK293 cells, Fluo-4 calcium flux; Mas-related G-protein coupled receptor member X1 (Homo sapiens), Q96LB2; BAM8-22 antagonism; hits give low values; B-score at 10 µM; 1.3% of 310,000 active; AID 588676, 2011;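 active means calcium-response B-score plate-corrected more than 3 library SD below zero, starting fluorescence within 5 deviations, no agonist response on first addition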;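 further: peak minus trough fluorescence over baseline after final BAM8-22 challenge near maximal dose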
TRPC4 inh: inhibitors of mouse TRPC4 channel, primary screen, Fluo4 calcium, HEK293 TRPC4beta/mu-opioid cells. 0.39% of 300,000 active. AID 2247, 2010. Short transient receptor potential channel 4 (Mus musculus), Q9QUQ5. B-score at 10 µM. DAMGO-evoked Fluo4 calcium flux; hits give low values;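 active means B-score over 3 SD under the library average, no early fluorescence shift, positive overall ratio signal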
Target sequence (Q9QUQ5 whole entry, looked up): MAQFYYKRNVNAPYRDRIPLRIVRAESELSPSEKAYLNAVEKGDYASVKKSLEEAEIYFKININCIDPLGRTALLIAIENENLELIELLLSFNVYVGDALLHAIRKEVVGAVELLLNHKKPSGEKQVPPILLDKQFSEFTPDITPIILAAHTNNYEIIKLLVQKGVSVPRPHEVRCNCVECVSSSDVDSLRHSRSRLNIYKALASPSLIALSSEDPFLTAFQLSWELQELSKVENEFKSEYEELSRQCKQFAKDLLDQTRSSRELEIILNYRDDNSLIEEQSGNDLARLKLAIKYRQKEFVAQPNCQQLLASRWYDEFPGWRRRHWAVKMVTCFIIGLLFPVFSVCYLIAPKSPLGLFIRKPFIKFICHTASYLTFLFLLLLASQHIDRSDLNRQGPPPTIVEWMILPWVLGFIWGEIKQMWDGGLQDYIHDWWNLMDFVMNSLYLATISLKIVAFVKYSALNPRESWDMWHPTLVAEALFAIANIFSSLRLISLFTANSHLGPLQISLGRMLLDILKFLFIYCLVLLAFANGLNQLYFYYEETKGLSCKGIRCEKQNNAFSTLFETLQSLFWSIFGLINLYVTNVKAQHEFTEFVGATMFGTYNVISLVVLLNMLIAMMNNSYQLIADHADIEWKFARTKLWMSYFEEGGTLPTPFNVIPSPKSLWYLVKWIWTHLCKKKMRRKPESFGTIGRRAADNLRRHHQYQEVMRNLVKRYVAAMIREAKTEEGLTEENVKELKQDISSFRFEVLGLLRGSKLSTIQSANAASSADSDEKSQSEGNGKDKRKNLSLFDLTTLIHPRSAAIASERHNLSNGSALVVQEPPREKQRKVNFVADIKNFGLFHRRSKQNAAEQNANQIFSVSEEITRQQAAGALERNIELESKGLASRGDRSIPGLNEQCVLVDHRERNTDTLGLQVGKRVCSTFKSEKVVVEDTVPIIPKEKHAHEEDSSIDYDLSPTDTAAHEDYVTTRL
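Assay system: Stable TRPC4beta/mu-opioid receptor HEK293 cells | Reagent: DAMGO in two steps, submaximal then maximal | Compound dosing: Single concentration per test compound | Signal: Fluo4 Ca2+ flux fluorescence | Evaluation: Per-well B score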
MrgX1 ag: agonists of human MrgX1 receptor, primary screen, HEK293 cells, Fluo-4 calcium flux; AID 588627, 2011; Fluo-4 calcium fluorescence, agonist mode; hits give high values; 0.44% of 310,000 active; Mas-related G-protein coupled receptor member X1 (Homo sapiens), Q96LB2; B-score at 10 µM;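 active means calcium response B-score plate-corrected fluorescence ratio at least 3 library SD, with starting fluorescence B-score inside 5 SD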
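Material: HEK293 cells stably expressing human MrgX1 receptor | Quantity: 15,000 cells per well | Times: Cells plated overnight, dye loaded 0.5 h 37 °C, 0.5 h room temperature | Measured by: Kinetic Fluo-4 NW fluorescence of intracellular calcium | Control set: Positive and negative controls per plate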
SKKanGAS inh: S. pyogenes SKKanGAS growth inhibitors in kanamycin, primary screen, streptokinase expression inhibitor project, SKKanGAS strain, BacTiter-Glo luminescence | inhibition, % at 7.5 µM | 1.3% of 300,000 active | 6 h;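 active means mean replicate score, as percent of positive control median, at least 50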;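 further: strain carries kanamycin resistance gene driven by streptokinase promoter and grows in 40 µg/ml kanamycin; loss of luminescence reflects streptokinase promoter inhibition or plain growth inhibition; 0% = median of DMSO wells and 100% = positive control at its reference dose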
TRPC4 agonist: activators of mouse TRPC4 channel, primary screen, Fluo4 calcium, HEK293 TRPC4beta/mu-opioid cells. Short transient receptor potential channel 4 (Mus musculus), Q9QUQ5. Fluo4 calcium fluorescence; hits give high values. B-score at 10 µM. 0.49% of 310,000 active;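 active means B-score above 5 SD of library B-scores, and initial fluorescence ratio not above library mean plus 5 SD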;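 further: positive B-score marks a calcium rise read as TRPC4 activation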
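Technique: kinetic Fluo4 calcium fluorescence; Test system: TRPC4beta and mu-opioid receptor HEK293 stable cells; Measure: B-scored integrated calcium fluorescence ratio; Benchmarks: low control buffer alone, high control maximal DAMGO; Schedule: 45 min room-temperature Fluo4 loading, 110 s read.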
TRPC6 inhibitor: mouse TRPC6 channel inhibitors, primary screen, cell-based, HEK293, membrane potential dye. Short transient receptor potential channel 6 (Mus musculus), Q61143. ACh-evoked depolarization; hits give low values. B-score at 10 µM. 1.1% of 310,000 active;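 active means B-score under library mean minus 3 SD, initial fluorescence not abnormally high, positive integrated signal ratio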;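 further: B-score derived from integrated fluorescence ratio over the kinetic read; more negative B-score means stronger inhibition of depolarization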
ANO1 activ: TMEM16A chloride channel activators or potentiators, primary screen, cell-based, HTS; HEK293 TMEM16A/YFP-H148Q/I152L, iodide quench fluorescence; hits give low values; B-score at 10 µM; 0.3% of 340,000 active; AID 623877, 2012; Anoctamin-1 (Mus musculus), Q8BHY3;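 active means fluorescence-ratio B-score plate-corrected deviation score at least 3 library SD below zero, with starting fluorescence score within 5 deviations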;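 further: channel opened by trigger with iodide after compound preincubation; score built on the fluorescence ratio of max minus min over baseline; more negative score means more quench and so TMEM16A activation or potentiation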
TRPC6 activator: mouse TRPC6 channel activators, primary screen, cell-based, HEK293, membrane potential dye | HEK293-TRPC6 membrane potential dye fluorescence; hits give high values | AID 2550, 2010 | B-score at 10 µM | Short transient receptor potential channel 6 (Mus musculus), Q61143 | 0.13% of 310,000 active;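 active means B-score of the integrated fluorescence ratio above library mean plus 3 SD, and starting fluorescence ratio within library mean plus 5 SD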;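 further: higher score means more depolarization so channel activation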
TMEM16A inh: TMEM16A chloride channel inhibitors, primary screen, cell-based, HTS; Anoctamin-1 (Mus musculus), Q8BHY3; HEK293 TMEM16A/YFP iodide influx fluorescence, ionomycin; normalized B-score (activity score, 25-100; higher = stronger inhibition) at 10 µM; 1.2% of 310,000 active;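 active means ratio plate-corrected score three or more library SD toward inhibition, starting fluorescence score within five deviations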;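 further: score derived from kinetic fluorescence span divided by baseline fluorescence per well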
MrgX1 PAM: positive allosteric modulators of MrgX1, primary screen, HEK293 cells, Fluo-4 calcium flux | Mas-related G-protein coupled receptor member X1 (Homo sapiens), Q96LB2 | FDSS; hits give high values | B-score at 10 µM | 0.63% of 310,000 active;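 active means plate-corrected calcium response at least 3 library SD above typical, normal starting fluorescence, not activating the receptor alone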;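 further: compound read alongside a low EC10 to EC30 dose of BAM8-22 agonist; peak minus trough fluorescence over baseline measured at the second addition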
TRPC4 PAM: positive allosteric modulators of TRPC4, primary screen, cell-based, mouse TRPC4beta, HEK293 mu-opioid, Fluo-4 calcium | DAMGO EC20, Fluo-4 Ca2+ flux; hits give high values | Short transient receptor potential channel 4 (Mus musculus), Q9QUQ5 | B-score at 10 µM | 0.42% of 310,000 active;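 active means B-score of calcium response area above 5 SD of library B-scores, with initial fluorescence ratio within 5 SD of library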;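 further: B-score of integrated fluorescence ratio over time as area under calcium response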
An asterisk follows results filed as active; i = inactive; / = no result given.

SMILES | MrgX1 antag | TRPC4 inh | MrgX1 ag | SKKanGAS inh | TRPC4 agonist | TRPC6 inhibitor | ANO1 activ | TRPC6 activator | TMEM16A inh | MrgX1 PAM | TRPC4 PAM
CCOC(=O)c1nn(-c2ccccc2)c(C)c1C(C)=O | i | i | i | 5 | i | i | i | i | i | i | i
CC1=CS(=O)(=O)CC1Sc1nc(C)n[nH]1 (configuration not stated) | i | i | i | 2 | i | i | i | i | i | i | i
CC(C)C(=O)Nc1nnc(S(=O)(=O)N2c3ccccc3CC2C)s1 (configuration not stated) | i | i | i | 1 | i | i | i | i | i | i | i
Nc1cc(-c2nc3ncccc3o2)ccc1Cl | i | i | i | -3 | i | i | i | i | i | i | i
CC(C)(C)c1ccc(C2CC2C(=O)N/N=C\c2cc3ccccc3nc2Cl)cc1 (configuration not stated) | i | i | i | 38 | i | i | i | i | i | i | i
O=C(NCC1CCCO1)C1c2ccccc2C(=O)N1Cc1ccc2c(c1)OCO2 (configuration not stated) | i | i | i | 8 | i | i | i | i | i | i | i
COC(=O)/C=C1/SC(=Nc2ccc(C)cc2C)NC1=O | i | i | i | 1 | i | i | i | i | i | i | i
CCCCc1nc2sc3c(c2c(=O)[nH]1)CC(C)(C)OC3 | i | i | i | 1 | i | i | i | i | i | i | i
COc1cc(-c2nn3c(COc4ccccc4)nnc3s2)cc(OC)c1OC | i | i | i | 5 | i | i | i | i | i | i | i
COc1cc2c(C(=O)N3CCN(c4cccc(Cl)c4)CC3)cn(CC(C)C)c(=O)c2cc1OC | i | i | i | 20 | i | i | i | i | i | i | i
O=C(O)CSc1nnc(-c2ccco2)o1 | i | i | i | 6 | i | i | i | i | i | i | i
COc1ccc(NC(=S)NC(=O)Cc2ccccc2)c(OC)c1 | i | i | i | -5 | i | i | i | i | i | i | i
Clc1ccc(CSc2ccc(-c3ccco3)nn2)cc1 | i | i | i | -1 | i | i | i | i | i | i | i
N#CCCN1CCNCC1 | i | i | i | -5 | i | i | i | i | i | i | i
O=C(NNc1nc2c(F)cccc2s1)c1cc(=O)c2ccccc2o1 | i | i | i | 29 | i | i | i | i | i | i | i
COc1ccc(CN(CC(=O)NC2CCCC2)C(=O)CCC(=O)Nc2cc(C)on2)cc1 | i | i | i | -3 | i | i | i | i | i | i | i
CS(=O)(=O)N1CCC(C(=O)Nc2ccccc2Br)CC1 | i | i | i | 0 | i | i | i | i | i | i | i
CC(=O)Nc1ccc(S(=O)(=O)NCCc2ccc(S(N)(=O)=O)cc2)cc1 | i | i | i | -6 | i | i | i | i | i | i | i
O=C1NC2(CCCC2)N=C1c1ccc(Cl)cc1 | i | i | i | 0 | i | i | i | i | i | i | i
Cc1cc(=O)n2[nH]c(Nc3cccc(Cl)c3)nc2n1 | i | i | i | 5 | i | i | i | i | i | i | i
CSc1cc(CS(=O)(=O)c2ccccc2)nc(-c2ccccc2)n1 | i | i | i | -10 | i | i | i | i | i | i | i
COc1cccc(/C=N/NC(=O)Cn2cnc3c2c(=O)n(C)c(=O)n3C)c1 | i | i | i | -1 | i | i | i | i | i | i | i
O=C(NC(=S)N1CCCCC1)c1cccnc1 | i | i | i | 5 | i | i | i | i | i | i | i
Cc1cc2cc(CCNC(=O)CCc3ccccc3)c(=O)[nH]c2cc1C | i | i | i | 3 | i | i | i | i | i | i | i
CCOc1cc2[nH]c(=S)n(CCc3ccc(OC)c(OC)c3)c(=O)c2cc1OCC | i | i | i | 26 | i | i | i | i | i | i | i
Later entries
SMILES | MrgX1 antag | TRPC4 inh | MrgX1 ag | SKKanGAS inh | TRPC4 agonist | TRPC6 inhibitor | ANO1 activ | TRPC6 activator | TMEM16A inh | MrgX1 PAM | TRPC4 PAM
OC(CN1C2=NCCN2c2ccccc21)c1ccc(Br)cc1 (configuration not stated) | i | i | i | -3 | i | i | i | i | i | i | i
CC(=O)OCC1OC(Sc2cccc3cccnc23)C(OC(C)=O)C(OC(C)=O)C1OC(C)=O (configuration not stated) | i | i | i | 4 | i | i | i | i | i | i | i
Cc1ccc(C(C(=O)NC2CCCC2)N(Cc2ccc3c(c2)OCO3)C(=O)c2snc(C(N)=O)c2N)cc1 (configuration not stated) | i | i | i | 12 | i | i | i | i | i | i | i
Cc1ccc(S(=O)(=O)Nc2c(O)ccc3ccccc23)cc1 | i | i | 47* | 11 | i | i | i | i | i | i | i
CCOc1ccccc1-c1nc(CN2CCN(C(=O)c3ccco3)CC2)c(C)o1 | i | i | i | 1 | i | i | i | i | i | i | i
COc1ccc(NC(=O)CCNS(=O)(=O)c2cc(Br)cnc2N)c(OC)c1 | i | i | i | 2 | i | i | i | i | i | i | i
COCCNC(=O)CN1CCC(NC(=O)c2ccco2)CC1 | i | i | i | 0 | i | i | i | i | i | i | i
Cc1cc(C)n2nc(C(=O)N/N=C/c3ccccc3C)nc2n1 | i | i | i | 5 | i | i | i | i | i | i | i
O=C(CSc1nnc2scc(-c3ccccc3)n12)c1ccc2c(c1)OCCO2 | i | i | i | -11 | i | i | i | i | i | i | i
c1ccc(SSc2ccccc2)cc1 | i | i | i | -6 | i | i | i | i | i | i | i
O=C1c2ccccc2CCC12N=NCC2c1ccccc1 (configuration not stated) | i | i | i | 5 | i | i | i | i | i | i | i
CC(=O)c1c(C)[nH]c(C(=O)COc2ccc3ccc(=O)oc3c2)c1C | i | i | i | 14 | i | i | i | i | i | i | i
Cc1ccc(CCNC(=O)C2CCCN(S(=O)(=O)c3c(C)noc3/C=C/N(C)C)C2)cc1 (configuration not stated) | i | / | i | / | / | / | i | / | i | i | /
COc1ccc(CCNc2ccc(N3C(=O)CC(C)C3=O)cc2[N+](=O)[O-])cc1 (configuration not stated) | i | i | i | 9 | i | i | i | i | i | i | i
C=C(C)C(=O)Nc1cccc(C2=NOC3(C2)C[C@H](C(N)=O)N(C(=O)CC#N)C3)c1 (some centres not stated) | i | i | i | 2 | i | i | / | i | i | i | i
O=C(N=C1c2ccccc2CN1c1ccccc1)c1cccc([N+](=O)[O-])c1 | i | i | i | 6 | i | i | i | i | i | i | i
Cc1cccc(N2C(=O)N3[C@@H]4c5ccccc5OC[C@@H]4[C@@H](c4ccccc4)[C@@]3(C)C2=O)c1 | i | i | i | 8 | i | i | i | i | i | i | i
Cc1ccc(C)c(-c2cc(C(=O)NCc3cccs3)c3ccccc3n2)c1 | i | i | i | 2 | i | i | i | i | i | i | i
Cn1c(C(=O)N[C@@H](Cc2ccccc2)C(=O)NCCC(=O)O)cc2cc(Cl)ccc21 | i | i | i | 6 | i | i | i | i | i | i | i
CSc1ccccc1NC(=O)CN1c2ccccc2CC1C (configuration not stated) | i | i | i | 5 | i | i | i | i | i | i | i
COc1ccc(NC2CCCN(C(=O)CCCn3cncn3)C2)cc1OC (configuration not stated) | i | i | i | 0 | i | i | i | i | i | i | i
O=C(CC1Oc2ccccc2NC1=O)NC1CC1 (configuration not stated) | i | i | i | -2 | i | i | i | i | i | i | i
Cc1cccc(C)c1NC(=O)COC(=O)Cc1ccsc1 | i | i | i | 1 | i | i | i | i | i | i | i
Cc1sc2nc3ccc(N4CCCC4)nn3c(=O)c2c1C | i | i | i | 8 | i | i | i | i | i | i | i
Cc1cccc(N2CC(c3nc4ccccc4[nH]3)CC2=O)c1 (configuration not stated) | i | i | i | 4 | i | i | i | i | i | i | i

Quoted from the results shown (2 entries):
SMILES | MrgX1 antag | TRPC4 inh | MrgX1 ag | SKKanGAS inh | TRPC4 agonist | TRPC6 inhibitor | ANO1 activ | TRPC6 activator | TMEM16A inh | MrgX1 PAM | TRPC4 PAM
CCOC(=O)c1nn(-c2ccccc2)c(C)c1C(C)=O | i | i | i | 5 | i | i | i | i | i | i | i
CC1=CS(=O)(=O)CC1Sc1nc(C)n[nH]1 (configuration not stated) | i | i | i | 2 | i | i | i | i | i | i | i

Following part
SMILES | MrgX1 antag | TRPC4 inh | MrgX1 ag | SKKanGAS inh | TRPC4 agonist | TRPC6 inhibitor | ANO1 activ | TRPC6 activator | TMEM16A inh | MrgX1 PAM | TRPC4 PAM
CCCc1nc(Nc2nc3ccccc3o2)nc(C)c1C(=O)OCC | i | i | i | 16 | i | i | i | i | i | i | i
Cc1c(CC(=O)N[C@@H](C)C(=O)O)c(=O)oc2cc3oc4c(c3cc12)CCCC4 | i | i | i | 3 | i | i | i | i | i | i | i
Cc1[nH]c2ccccc2c1C(=O)COC(=O)C(C)C | i | i | i | -4 | i | i | i | i | i | i | i
CN=C(Nc1cccnc1)c1cccc(C(F)(F)F)c1 | i | i | i | 2 | i | i | i | i | i | i | i
COc1cc2c(C(=O)Nc3ccccc3F)cn(C)c(=O)c2cc1OC | i | i | i | -3 | i | i | i | i | i | i | i
CN1CCN(CCCNC(=O)c2ccc(CSCc3cccc(Cl)c3)o2)CC1 | i | i | i | -2 | i | i | / | i | i | i | i
NC(=O)CC[C@H](NC(=O)c1ccc(F)cc1)C(=O)OCC(=O)Nc1c(F)c(F)c(F)c(F)c1F | i | i | i | -2 | i | i | i | i | i | i | i
COc1ccc(-c2nn(C)c(=O)c3ccccc23)cc1CNC(=O)c1ccco1 | i | i | i | 2 | i | i | i | i | i | i | i
CCN(CC)S(=O)(=O)c1ccc(S(=O)(=O)N2CCCC2C(=O)O)cc1 (configuration not stated) | i | i | i | 1 | i | i | i | i | i | i | i
COCCn1c(Cc2ccccc2)nnc1SCC(=O)Nc1oc(C)c2c(C)n[nH]c(=O)c12 | i | i | i | 2 | i | i | i | i | i | i | i

Outcome played no part in choosing rows; 6.7% or so of the library scored in one or more.
